From PubChem
CAL PDZ FP-1: inhibitors of human CAL PDZ peptide binding | inhibition, % at 24.9 µM | AID 602252 | purified CAL PDZ, TMR-peptide fluorescence polarization, 1 h | 300,000 compounds, 0.92% hits | Q9HD26;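 active means mean inhibition of at least 30% with at least half of replicates also reaching 30%; inconclusive means no clear call, values can overlap the other calls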;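 further: 0% = DMSO neutral control and 100% = excess unlabeled competitor peptide PRC23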
cardiac RTF act: increases calcium sensitivity of human cardiac regulated thin filaments. P19429+P45379. IANBD-labeled TnC RTF fluorescence at EC20 calcium; 0% EC20 calcium, 100% full calcium. activation, % at 7.2 µM. 340,000 compounds, 0.24% hits. AID 493008;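 active means activation above the mean over all tested compounds plus 3 SD, cut at about 30% in these data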;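 further: rise in fluorescence read as greater calcium sensitivity of cardiac thin filaments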
Wnt bcat act: activators of Wnt/beta-catenin signaling; Wnt/beta-catenin reporter cell assay, activator, plate reader; activation, % at 9.35 µM; 300,000 compounds, 1.2% hits; in the data active means activation above about 30%, passing the limit was not always enough; inconclusive means no clear call, values can overlap the other calls;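 further: 0% = neutral control wells and 100% = positive control wells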
Tat export inh: blocks Tat-dependent protein export in E. coli | inhibition, % at 10 µM | E. coli MC4100 TorA-mCherry Tat export, fluorescence | AID 488895 | 340,000 compounds, 0.036% hits;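 active means mean replicate inhibition at least 50% and at least half of replicates individually reaching 50%; inconclusive means only one of the two criteria met; inactive means neither criterion met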;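 further: exported cargo escapes ClpAP degradation while cytoplasmic cargo is degraded and loses fluorescence; 0% = median of neutral control wells and 100% = median of NaSCN control wells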
CAL PDZ FP-2: inhibitors of human CAL PDZ peptide binding; 330,000 compounds, 0.02% hits; purified CAL PDZ, TMR-peptide fluorescence polarization, 1 h; Q9HD26; inhibition, % at 20 µM; AID 504414;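 active means highest replicate inhibition of at least 40%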;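 further: plate controls were DMSO neutral control wells for no effect and unlabeled competitor peptide control wells for full effect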
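Material: tagged CAL PDZ domain; buffer or medium: 25 mM sodium phosphate pH 7.4, 150 mM NaCl, TCEP, IgG, Thesit; compound dosing: single point, 20 µM; schedule: 1 h incubation at room temperature before polarization reading; measured by: FP readout, S and P plane fluorescence; read-out basis: percent inhibition from loss of millipolarization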
Rtt109 HAT inh: C. albicans Rtt109 histone acetyltransferase inhibition | AID 540336 | 330,000 compounds, 0.16% hits | purified Rtt109/Vps75, ThioGlo CoA-SH fluorescence, 4 h | inhibition, % at 34.9 µM | Q5AAJ8;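 active means inhibition of at least 50% in every replicate; inconclusive means best replicate reaches 50% inhibition but some replicates fall short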
Target sequence (Q5AAJ8 whole entry, looked up): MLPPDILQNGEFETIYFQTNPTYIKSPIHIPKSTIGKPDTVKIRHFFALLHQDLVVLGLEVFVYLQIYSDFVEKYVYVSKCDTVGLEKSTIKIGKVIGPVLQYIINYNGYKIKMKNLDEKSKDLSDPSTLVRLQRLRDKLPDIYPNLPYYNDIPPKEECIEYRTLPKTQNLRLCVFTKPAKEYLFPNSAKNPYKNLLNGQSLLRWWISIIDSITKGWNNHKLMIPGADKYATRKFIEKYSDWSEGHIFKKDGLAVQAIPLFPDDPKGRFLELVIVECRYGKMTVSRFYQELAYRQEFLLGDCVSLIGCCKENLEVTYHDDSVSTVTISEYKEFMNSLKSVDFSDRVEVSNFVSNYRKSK
dFosB activator: enhances mouse delta FosB homodimer DNA binding; purified delta FosB, TAMRA-CDK5 oligo fluorescence polarization; percent of positive-control signal above neutral wells; AID 493131; 340,000 compounds, 0.99% hits; activation, % at 25 µM; P13346;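 active means mean activation above about 17%, with every replicate also reaching it, limit read from the data, passing the limit was not always enough; inconclusive means only one of the two conditions met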;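 further: fluorescence polarization rise as delta FosB binds a TAMRA Cdk5 AP-1 oligo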
MITF TRPM1 HTS: increases MITF-driven TRPM1 promoter luciferase signal | SK-MEL-5 TRPM1-promoter luciferase, 24 h; % of positive control, neutral wells = 0 | activation, % at 12.5 µM | 300,000 compounds, 0.75% hits;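 active means mean activation of at least 80% with every replicate also reaching 80%; inconclusive means mean reaches 80% but some replicate falls short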;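 further: 0% = neutral control wells and 100% = parthenolide positive control wells; values of inactives mirror those of a sister screen read the other way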
V-ATPase pHluor: regulators of yeast V-ATPase proton transport; S. cerevisiae, pHLuorin cytosolic pH fluorescence; response, % at 10 µM; 350,000 compounds, 0.37% hits; AID 504577; in the data active means response mostly above about 7.3%, no sharp cut-off; inactive means mostly below about 5.4%; further: actives read high; inactives centre near 0; some compounds called inactive have numbers as strong as hits; reference of the scale not given here
CDK5 p35 inh: blocks human CDK5/p35 kinase activity; Q00535+Q15078; Recombinant CDK5/p35, ADP-Glo luminescence, 60 min; inhibition, % at 10 µM; 330,000 compounds, 0.01% hits;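 active means highest replicate inhibition of at least 50% and at least 75% of replicates reaching 50%; inconclusive means only one of the two criteria met; inactive means both criteria failed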;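 further: plate controls were DMSO neutral control for no effect and GW8510 at 10 µM for full effect; many of its hits are not listed in these tables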
Target sequence (Q00535 whole entry, looked up): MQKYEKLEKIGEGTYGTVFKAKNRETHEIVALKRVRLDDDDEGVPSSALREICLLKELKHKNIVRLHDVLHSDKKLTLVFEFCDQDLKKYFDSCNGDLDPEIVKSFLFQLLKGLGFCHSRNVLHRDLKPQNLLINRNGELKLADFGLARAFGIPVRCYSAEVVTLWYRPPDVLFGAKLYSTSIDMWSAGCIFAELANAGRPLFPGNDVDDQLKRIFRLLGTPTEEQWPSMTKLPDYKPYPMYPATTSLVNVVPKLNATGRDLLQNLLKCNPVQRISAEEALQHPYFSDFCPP
Target sequence (Q15078 whole entry, looked up): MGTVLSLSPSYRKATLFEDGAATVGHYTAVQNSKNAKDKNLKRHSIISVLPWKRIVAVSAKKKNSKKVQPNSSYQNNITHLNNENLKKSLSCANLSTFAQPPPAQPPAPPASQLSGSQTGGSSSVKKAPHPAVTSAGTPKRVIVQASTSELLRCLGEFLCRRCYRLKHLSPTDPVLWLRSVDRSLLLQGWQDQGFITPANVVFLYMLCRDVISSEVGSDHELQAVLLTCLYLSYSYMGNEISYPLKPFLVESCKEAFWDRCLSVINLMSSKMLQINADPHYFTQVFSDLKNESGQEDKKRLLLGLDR
Numbers without * were called inactive; ? = inconclusive; / = not tested or not shown.

Every second line gives: CAL PDZ FP-1, cardiac RTF act, Wnt bcat act, Tat export inh, CAL PDZ FP-2, Rtt109 HAT inh, dFosB activator, MITF TRPM1 HTS, V-ATPase pHluor, CDK5 p35 inh
CC1Sc2ccc(S(=O)(=O)NCCc3ccc(S(N)(=O)=O)cc3)cc2NC1=O (stereo unspecified)
 : 0.1, 0.8, -1.9, 0.9, -0.2, -6.9, -11.6, 6.8, 0.0, 0.2
COc1cc(S(=O)(=O)NCc2cccnc2)c(OC)cc1Br
 : -3.0, 2.9, -0.2, -5.5, -1.0, 7.8, 5.8, /, -1.9, 1.3
COc1cc(CCCN2C(N)=NC[C@H]2Cc2ccc(O)cc2)cc(OC)c1OC
 : -2.4, -0.8, -4.0, 3.8, -0.3, -5.8, 0.3, -1.4, 0.7, -2.4
COc1ccc(C(=O)OC(C)C(=O)NC(C)CCc2ccccc2)cc1OC (stereo unspecified)
 : -3.6, 0.3, 1.3, 1.7, -1.3, 0.1, -1.0, -6.4, 0.9, -1.3
N#C/C(=N\Nc1cc(Cl)cc(Cl)c1)c1nnc2n1CCCCC2
 : -5.8, -4.9, 7.0, 17.6, -3.9, 16.3, -31.5, 14.7, -1.3, -0.6
Cc1ccc(/C=C/S(=O)(=O)Nc2ccc(C)cc2)cc1
 : 0.8, 4.4, -2.8, 1.2, -0.9, -29.4, 1.5, -15.2, 0.6, -2.7
CN(C)CCCN(C(=O)c1cccc(N2C(=O)CCC2=O)c1)c1nc2cc3c(cc2s1)OCO3
 : -0.4, 0.4, 3.9, -2.2, -3.6, 0.7, -6.7, 7.8, -0.8, -0.3
O=[N+]([O-])c1ccc(N/N=C/c2cn(-c3ccccc3)nc2-c2ccccc2)cc1
 : -1.0, 2.1, /, 0.4, -0.8, 0.3, -4.2, 32.9, 6.8, 0.3
C=CCn1c(SCc2cc(C(=O)OC)c(C)o2)nnc1-c1ccncc1
 : -6.3, 4.3, /, 5.1, /, -3.3, -10.7, /, 5.2, 0.1
Cc1nc(NC(=O)c2ccccc2)sc1-c1csc(NCCc2ccccc2)n1
 : 1.0, 6.7, -3.7, -2.3, -0.6, 2.5, -7.2, -3.4, 1.1, -1.8
CCCCOC(=O)Nc1nccs1
 : -1.6, 3.1, 0.7, 5.6, -3.1, 4.8, -1.8, 6.1, 2.1, -1.0
CN(Cc1nc2ccccc2c(=O)[nH]1)C(=O)c1ccccc1OCc1ccc(Cl)cc1
 : -3.9, -0.7, -3.2, -10.1, -2.0, -4.6, -10.8, 4.6, -0.9, -0.6
COc1ccc2nc(N3C(=O)CC(C(C)c4ccccc4)C3=O)sc2c1 (stereo unspecified)
 : -2.6, -2.9, /, 5.7, -2.4, 3.2, -5.3, -13.1, -1.4, -1.4
O=C(Nc1ncc([N+](=O)[O-])s1)C1COc2ccccc2O1 (stereo unspecified)
 : /, -3.2, 16.3, -2.7, -0.7, 1.0, 7.4, 46.5, 3.7, 0.7
O=C(O)c1cccc(CN2C(=O)S/C(=C/c3ccccc3[N+](=O)[O-])C2=O)c1
 : -2.1, -1.6, 5.8, 10.6, -2.4, 10.8, -3.9, 2.3, -3.4, -1.1
CCOC(=O)N1CCC(NC(=O)c2cc3c(=O)[nH]c4ccccc4c3n2C)CC1
 : -0.9, 0.3, -0.7, -1.4, -2.3, 1.5, -8.5, -5.1, 0.1, 0.4
Cc1cccc(N(CC(=O)NCc2ccco2)C(=O)CCC(=O)Nc2ccccn2)c1
 : -2.5, -3.7, /, -8.1, /, -5.1, -5.8, 1.4, 4.0, -1.7
Cc1c(Br)c([N+](=O)[O-])nn1C(C)C(=O)NCC1CCCO1 (stereo unspecified)
 : -5.3, -0.8, 0.1, -10.4, 0.2, -1.6, -2.4, -3.6, -1.1, 0.5
COc1ccccc1NC(=O)C(CC(C)C)NC(=O)C1CCCCC1 (stereo unspecified)
 : -1.2, 7.0, -1.8, -4.0, -3.5, 2.5, -3.9, 0.9, 3.0, 0.9
O=C(NCC1CCCO1)c1ccc2c(=O)n(CC3CCCO3)c(=S)[nH]c2c1 (stereo unspecified)
 : -14.5, -4.8, /, -2.5, -0.6, 5.5, -5.3, -2.0, 1.2, 0.2
CCSc1nnc(-c2ccc(S(=O)(=O)N3CCCC3)cc2)n1C
 : -0.2, -1.4, /, -6.7, -2.4, 5.4, -1.6, -4.3, -1.6, -1.2
CC(C)CNC(=O)c1ccccc1NC(=O)c1ccc(CSc2ccccc2)cc1
 : -3.7, 0.5, -2.0, -2.6, 0.3, 1.4, -7.5, -4.8, 0.8, 0.7
COc1ccc(C(=O)NCCc2nnc3ccc(SCC(=O)Nc4cc(C)on4)nn23)cc1
 : 3.6, 4.3, -1.6, -6.3, -0.5, 8.0, -4.1, -3.6, 2.8, -2.1
Cc1cc(C)nc(/N=c2/ssnc2Cl)c1
 : -3.5, 4.9, /, -0.1, -0.8, 1.4, -7.2, -43.2, 0.8, 2.4
CCC(=O)c1ccc(OCC(=O)OCC(=O)Nc2sccc2C(N)=O)cc1
 : -5.1, -3.4, -0.7, 6.1, -1.4, -3.9, -4.4, -3.1, 2.2, 0.8
COC(=O)c1cc(NC(=O)c2cccnc2)cc(C(=O)OC)c1
 : -5.4, 1.1, -0.8, 4.0, -1.7, -0.4, -12.2, 11.1, -2.1, -0.7
Cc1cccc(C)c1OCCN1CCOCC1
 : -0.2, 7.0, -0.3, -1.9, -0.8, 6.7, -9.9, /, -6.5, 0.9
CC(C)c1nc(C#N)c(N2CCOCC2)o1
 : 10.1, 1.6, /, 0.3, 0.5, -3.9, 8.9, 6.0, -0.1, 0.2
O=C(CCNC(=O)c1ccc(Cl)cc1)Nc1ccccc1N1CCCC1
 : -13.2, 0.7, 2.8, 2.7, -0.4, 2.4, -5.4, -2.2, -3.7, 0.3
Cc1ccccc1OCCNc1cc(N2CC(C)NC(C)C2)ccc1[N+](=O)[O-] (stereo unspecified)
 : -1.1, -1.0, -3.0, 4.0, -1.0, 18.9, 6.7, 9.7, -1.5, -1.1
O=C(c1ccccc1Cl)N1CCn2c1nc1ccccc12
 : -4.9, -2.1, -3.0, 4.0, -0.2, -2.8, 1.4, -15.8, -1.6, 0.3
Cn1c(=O)[nH]c(=O)c2c1nc(NN)n2CCOc1ccccc1
 : -5.7, -0.3, -1.4, -6.7, -1.3, -2.6, -15.0, -0.6, 2.3, 0.4
CCSc1nnc(NC(=O)COc2ccccc2[N+](=O)[O-])s1
 : -1.9, -3.5, 4.8, 1.6, -0.6, 10.6, -8.9, 21.7, 0.9, 1.6
Cc1c(NC(=O)C(C)Sc2n[nH]c(N)n2)c(=O)n(-c2ccccc2)n1C (stereo unspecified)
 : -0.7, 5.0, /, 5.3, -1.4, 2.5, 2.8, -15.8, -0.8, -1.7
CC(C)(C)c1ccc(S(=O)(=O)N2CCN(c3ccccn3)CC2)cc1
 : -3.0, -2.0, -1.4, 5.6, -1.2, 8.2, -9.3, 7.8, -3.0, -0.1
Clc1cccc(CSc2ncn(-c3ccccc3)n2)c1
 : -2.9, -0.4, 2.3, 9.1, -1.9, 0.8, 0.1, 54.7, -5.0, 0.5
O=C(COc1ccccc1)Nc1cccc(-c2nnc(-c3ccccc3)o2)c1
 : 10.3, 7.0, /, -0.3, -5.9, -2.0, -27.1, 15.9, -0.3, 0.6
O=C(Nc1ccc(Cl)cc1F)C1CC1
 : -2.5, 6.5, /, -3.1, -0.7, -0.7, 4.4, 8.5, -1.0, 2.6
CCOC(=O)C(=O)Nc1sc(C(=O)N(CC)CC)c(C)c1C#N
 : 0.0, 1.2, -2.4, 1.4, -2.3, 14.8, 0.4, -11.6, -1.5, 1.7
CC(C)C(=O)Nc1ccc2oc(-c3cc(F)c(F)cc3Cl)nc2c1
 : 0.2, 0.0, /, -2.6, -1.3, -1.8, -9.5, 44.7, -0.2, -1.4
COc1ccccc1-c1cc(C(=O)Nc2c(F)cc(F)cc2Br)no1
 : -0.7, 4.3, /, -6.0, /, 13.3, -3.3, 9.8, 0.3, 2.2
Cc1ccc(C)c(OCC(O)CN2CCN(CCN3C(=O)c4cccc5cccc(c45)C3=O)CC2)c1 (stereo unspecified)
 : -1.4, -0.7, 1.6, 5.9, -2.2, 5.0, ?, 8.3, -2.3, -0.2
CN(CC(=O)Nc1cccc(S(=O)(=O)N2CCOCC2)c1)CC(=O)Nc1ccc(Cl)c(C(F)(F)F)c1
 : -2.4, -14.5, -2.1, 12.1, -2.5, 2.1, -16.0, -13.4, 3.5, 0.3
O=C(CNC(=O)c1cccc(F)c1)N/N=C/C=C/c1ccccc1
 : 1.0, 3.2, -0.8, -6.3, -1.2, -5.0, 1.7, 6.5, 0.9, -3.8
COc1ccccc1C(=O)NCCC(=O)Nc1ncccc1O
 : -5.2, 0.2, 2.6, 5.8, 0.8, -0.8, -2.1, -6.1, 0.0, 0.0
Nc1nc2c(c(=O)[nH]1)C(c1cccc3ccccc13)C1=C(N2)c2ccccc2C1=O (stereo unspecified)
 : -6.3, 7.4, -17.3, 5.5, /, -5.3, 8.4, -13.3, -3.0, -1.5
CC(C)NC(=O)c1c(CSc2ccccc2)noc1C(=O)NCc1ccccc1
 : -2.2, -2.8, -2.8, 3.2, -1.0, -3.8, 3.4, 20.5, 0.9, -1.3
COc1nc(Nc2cccc(F)c2)nc(OC)n1
 : 11.4, 2.9, -0.5, -3.6, -1.6, 7.9, -8.7, 0.1, 1.4, 1.7
Cc1cc(C(=O)N2CC(C)CC(C)C2)c(C)o1 (stereo unspecified)
 : -3.0, -0.5, 0.6, -7.5, 0.5, -0.5, 2.2, -0.2, 2.2, -1.8
COc1cc2c(cc1N/C=C(\C#N)c1nc(-c3ccc(F)cc3)cs1)oc1ccccc12
 : /, -5.1, -3.4, -9.7, 0.6, 27.3, -13.3, 1.8, 2.0, 1.1
O=C(CCCC(=O)N(CC(=O)NC1CCCCC1)c1ccccc1F)Nc1ccccn1
 : -4.9, 7.8, 0.1, 2.4, 0.3, -2.1, 3.5, 0.2, 0.1, -0.2
CN(C)c1cc[n+](CC(=O)c2ccc(Br)cc2)cc1
 : 0.5, -2.6, 0.5, 0.3, -0.1, 2.8, 3.1, -14.7, 2.8, -1.8

Entries of single compounds, quoted from the list:
`COc1cc(CCCN2C(N)=NC[C@H]2Cc2ccc(O)cc2)cc(OC)c1OC` is entered as CAL PDZ FP-1 = -2.4; cardiac RTF act = -0.8; Wnt bcat act = -4.0; Tat export inh = 3.8; CAL PDZ FP-2 = -0.3; Rtt109 HAT inh = -5.8; dFosB activator = 0.3; MITF TRPM1 HTS = -1.4; V-ATPase pHluor = 0.7; CDK5 p35 inh = -2.4
`O=[N+]([O-])c1ccc(N/N=C/c2cn(-c3ccccc3)nc2-c2ccccc2)cc1` is entered as CAL PDZ FP-1 = -1.0; cardiac RTF act = 2.1; Wnt bcat act = /; Tat export inh = 0.4; CAL PDZ FP-2 = -0.8; Rtt109 HAT inh = 0.3; dFosB activator = -4.2; MITF TRPM1 HTS = 32.9; V-ATPase pHluor = 6.8; CDK5 p35 inh = 0.3
